# SRC3 inh – human NCOA3 inhibition | Q9Y6Q9 | HEK293 GAL4-SRC3 luciferase reporter, luminescence | inhibition, % at 3.6 µM | 360,000 tested, 0.17% active | AID 588352;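 active = inhibition above a per-campaign cutoff, the mean of all compounds plus 3 SD, cut at about 60% in these data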;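 note: 0% = DMSO-treated cells and 100% = gossypol-treated cells at 36 µM; higher means less SRC3-driven luciferase light from the GAL4 reporter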
# TROY NFkB inh – TROY signaling inhibition; 360,000 tested, 0.98% active; Q293 LMP1-TROYcd NF-kB luciferase reporter, 4 h; inhibition, % at 10 µM;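 active = compounds whose plate-normalised and pattern-corrected inhibition of the luciferase reporter signal at the single screening dose is 50% or more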
# KKLEB cytotox – counter-screen for CF NF-kB inhibitors: cytotoxicity. KKLEB CF airway cells viability, ATPlite luminescence, overnight; hits give low values; cells stimulated with P. aeruginosa culture filtrate. activity change (cytotoxicity), % at 5 µM. 360,000 tested, 0.36% active. AID 602141;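 active = corrected activity change at or below -50% at 5 µM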
# TWEAK-Fn14 inh – TWEAK-Fn14 signaling inhibition | TWEAK-stimulated Fn14 reporter cells, luciferase luminescence, 8 h | inhibition, % at 10 µM | 360,000 tested, 2% active | AID 1159606; in the data active = inhibition above about 50%
# NR5A2 inv ag – inverse agonists of human LRH-1 (NR5A2). O00482. inhibition, % at 3.6 µM. HEK293T StAR-luciferase reporter, LRH-1 transfected, 24 h. 360,000 tested, 0.13% active. AID 602396;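 active = inhibition above the mean inhibition of all tested compounds plus 3 SD, cut at about 73% in these data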;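 note: 0% = DMSO wells and 100% = reporter-only cells lacking LRH-1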
# Target sequence (O00482 whole entry, looked up): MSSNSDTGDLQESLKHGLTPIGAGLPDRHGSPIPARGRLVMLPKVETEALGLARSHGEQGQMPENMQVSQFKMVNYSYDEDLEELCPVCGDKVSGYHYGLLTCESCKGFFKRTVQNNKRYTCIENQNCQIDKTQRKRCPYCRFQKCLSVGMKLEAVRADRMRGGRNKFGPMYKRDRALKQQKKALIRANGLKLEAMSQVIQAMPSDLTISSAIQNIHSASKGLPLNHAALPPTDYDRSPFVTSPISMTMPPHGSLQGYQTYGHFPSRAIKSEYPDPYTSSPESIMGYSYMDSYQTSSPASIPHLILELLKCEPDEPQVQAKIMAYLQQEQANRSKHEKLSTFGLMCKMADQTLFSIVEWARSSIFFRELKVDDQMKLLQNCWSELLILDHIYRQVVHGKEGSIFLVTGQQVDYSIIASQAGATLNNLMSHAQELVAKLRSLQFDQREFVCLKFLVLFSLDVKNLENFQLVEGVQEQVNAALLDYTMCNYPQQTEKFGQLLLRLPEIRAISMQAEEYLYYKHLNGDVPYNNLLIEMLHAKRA
# NR2F2 inh – inhibitors of human COUP-TFII (NR2F2); HEK293T NGFI-A luciferase reporter, luminescence; inhibition, % at 8.6 µM; 370,000 tested, 0.7% active; AID 686940;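 active = inhibition above a per-plate cutoff, mean inhibition of test wells between control levels plus 3 SD, cut at about 38% in these data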;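 note: cells cotransfected with COUP-TFII expression vector driving the NGFI-A reporter; 0% = median of COUP-TF2 test wells and 100% = reporter-only cells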
# Target sequence (P24468 whole entry, looked up): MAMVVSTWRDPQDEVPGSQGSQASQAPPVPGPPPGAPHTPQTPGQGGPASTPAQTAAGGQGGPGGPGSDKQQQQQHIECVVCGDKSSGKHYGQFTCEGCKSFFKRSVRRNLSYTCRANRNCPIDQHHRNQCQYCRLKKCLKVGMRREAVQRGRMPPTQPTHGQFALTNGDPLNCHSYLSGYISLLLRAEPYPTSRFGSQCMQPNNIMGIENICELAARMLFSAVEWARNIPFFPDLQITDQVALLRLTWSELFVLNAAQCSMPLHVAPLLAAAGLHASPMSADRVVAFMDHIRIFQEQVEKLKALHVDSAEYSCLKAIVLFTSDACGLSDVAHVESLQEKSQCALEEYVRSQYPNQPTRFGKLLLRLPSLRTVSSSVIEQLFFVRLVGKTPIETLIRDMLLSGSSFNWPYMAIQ
# Shn3 3UTR inh – inhibitors of Schnurri-3 3'UTR reporter in osteoblasts; Clone20 osteoblast Shn3 3'UTR firefly luciferase, 24 h; inhibition, % at 12.5 µM; 360,000 tested, 0.52% active;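 active = mean inhibition of at least 75% with every replicate also reaching 75%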;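 note: 0% = median of neutral control wells and 100% = pilot-screen positive control compound; some compounds past the cut are filed as inactive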
# LMP1 NFkB inh – inhibitors of Epstein-Barr LMP1-induced NF-kappaB reporter. LMP1-induced NF-kappaB luciferase reporter cells, luminescence. inhibition, % at 12.5 µM. 350,000 tested, 0.69% active. AID 504558; in the data active = inhibition above about 41%;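 note: 0% = neutral control wells and 100% = reference inhibitor control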
# SRC1 inh – inhibitors of human steroid receptor coactivator 1 (SRC1) | HEK293 GAL4-SRC1 luciferase reporter, luminescence | inhibition, % at 3.6 µM | 360,000 tested, 0.12% active | AID 588354;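 active = inhibition above the campaign mean plus 3 SD, with each screening campaign given its own cutoff, cut at about 60% in these data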;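 note: 0% = DMSO treated cells and 100% = gossypol at 36 µM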
# C8 TRAIL sens – caspase-8 TRAIL sensitization. inhibition (viability loss, TRAIL sensitization), % at 10 µM. NB7+C8 cells + TRAIL, ATPlite viability luminescence. 360,000 tested, 1% active;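 active = compounds causing at least 50% loss of cell viability in the single-dose screen, relative to plate controls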
# CF NFkB block – cystic fibrosis NF-kB activation inhibition; KKLEB NF-kB-GFP reporter, PAF-induced, GFP fluorescence overnight; 360,000 tested, 0.86% active; AID 588850; inhibition, % at 5 µM;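 active = at least 50% inhibition at 5 µM, scaled per plate between neutral and stimulator controls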;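 note: PAF is a Pseudomonas aeruginosa culture filtrate used as stimulus; plate controls were PAF-stimulated DMSO wells for no effect and unstimulated DMSO wells for full effect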
# Active calls of the source: *; nt = not tested or not shown; & = joins results of further samples. Not all compounds are listed; the hit share may differ from the screen's.
# Values in the order: NR2F2 inh	SRC1 inh	C8 TRAIL sens	TWEAK-Fn14 inh	Shn3 3UTR inh	KKLEB cytotox	LMP1 NFkB inh	NR5A2 inv ag	SRC3 inh	TROY NFkB inh	CF NFkB block
CN(CC(=O)NCc1ccccn1)S(=O)(=O)c1ccc(Cl)cc1
  0	0	5	-20	-12	-6	-4	-11	-1	-2	4
CNC(=O)c1c(C)nc(SCC(=O)NCc2ccc(OC)cc2)c(C#N)c1-c1ccco1
  -11	13	0	-3	16	6	-2	-1	3	-4	4
CCO[C@@H]1OC(C(=O)N2CCN(Cc3ccc4c(c3)OCO4)CC2)=C[C@H](c2csc3ccccc23)[C@H]1CCCO
  nt	6	13	22	14	-12	1	-17	-11	4	14
CC(/C=N/n1cnnc1)=C\c1ccccc1
  -17	-30	22	-2	-8	-2	6	-18	-3	3	-7
Cc1cc(C(=O)Nc2ccc3c(c2)CCC3)ccc1[N+](=O)[O-]
  -39	-105	10	-37	nt	-9	nt	-135	-71	-58	1
COc1ccc(CC(=O)OCC(=O)Nc2ccc3c(c2)OCO3)cc1
  3	-5	16	-14	-1	8	-3	-14	17	8	-1
Nc1ccc(N=Nc2ccccc2)c2cccnc12
  -1	-75	13	7	-32	-6	-12	-32	-96	-32	23
Cc1ccccc1C(=O)N1CCN(c2ccc(NC(=O)c3ccc([N+](=O)[O-])o3)cc2)CC1
  -3	7	71*	10	99*	-20	-1	58	15	17	64*
Cc1cccc2c(N=Nc3ccccc3)c(O)[nH]c12
  -44	-108	20	29	-142	1	-64	-80	-122	-45	-19
CCC(=O)Nc1ccc(Cl)c(NC(=O)c2ccc([N+](=O)[O-])cc2)c1
  -1	1	-3	-1	10	-19	-4	11	6	18	-1
Brc1ccc(N=C/C=C/C=C/Nc2ccc(Br)cc2)cc1
  2	-20	4	-10	1	6	-29	9	13	-20	-1
O=C(NC1CC1)C1=C[C@H](C2CC2)C[C@H](OCCCCO)O1
  1	-4	8	-8	0	-7	-1	-10	-8	-17	5
O=C1c2ccccc2C(=O)N1C/C=C/c1ccccc1
  1	-10	-5	-4	3	3	1	8	3	-29	-3
Cc1ccc(NC(=O)CN2CC(C)SC2=NC2CCCCC2)cc1 (stereo unspecified)
  4&-22	12&-10	7&9	7&-2	-19&46	2&-5	2&-3	-19&0	-11&7	-23&-7	-7&-8
COc1cccc(N2CCN(C(=O)CCNS(=O)(=O)c3ccc4c(c3)c(=O)n(C)c(=O)n4C)CC2)c1
  -17	-10	-7	0	-6	1	0	16	-7	6	5
COCCNC(=O)c1cc(-c2ccc(OC)c(OC)c2)on1
  -7	-7	0	-4	-32	14	20	-19	2	-34	-8
CCOc1cc2c3c(c1)C1(Nc4ccccc4S1)C(=O)N3C(C)(C)CC2C (stereo unspecified)
  -17	-31	0	0	-14	12	-4	-3	8	5	9
CC1(CCC(=O)N2CCCC(N3CCN(c4ccc(F)cc4)CC3)C2)CC1 (stereo unspecified)
  17	6	-8	19	-10	6	6	7	-16	17	-22
C#CCOCCOCCOCCNc1nc(N2CCN(C(=O)[C@H]([C@@H](C)CC)n3cc([C@@H](N)CC(C)C)nn3)CC2)nc(N2CCN(C(=O)[C@H]([C@@H](C)CC)n3cc([C@@H](N)CC(C)C)nn3)CC2)n1
  0	-9	-15	-11	-10	4	-6	-4	-4	13	-19
CCOc1ccc(N(CC(=O)NCC2CCCO2)S(=O)(=O)c2ccc(SC)cc2)cc1 (stereo unspecified)
  -1	-23	-11	-14	1	-1	2	27	0	-10	1

# Part of the list above in order of count of non-hydrogen atoms, falling:
# Values in the order: NR2F2 inh	SRC1 inh	C8 TRAIL sens	TWEAK-Fn14 inh	Shn3 3UTR inh	KKLEB cytotox	LMP1 NFkB inh	NR5A2 inv ag	SRC3 inh	TROY NFkB inh	CF NFkB block
C#CCOCCOCCOCCNc1nc(N2CCN(C(=O)[C@H]([C@@H](C)CC)n3cc([C@@H](N)CC(C)C)nn3)CC2)nc(N2CCN(C(=O)[C@H]([C@@H](C)CC)n3cc([C@@H](N)CC(C)C)nn3)CC2)n1
  0	-9	-15	-11	-10	4	-6	-4	-4	13	-19
COc1cccc(N2CCN(C(=O)CCNS(=O)(=O)c3ccc4c(c3)c(=O)n(C)c(=O)n4C)CC2)c1
  -17	-10	-7	0	-6	1	0	16	-7	6	5
Cc1ccccc1C(=O)N1CCN(c2ccc(NC(=O)c3ccc([N+](=O)[O-])o3)cc2)CC1
  -3	7	71*	10	99*	-20	-1	58	15	17	64*
CCOc1ccc(N(CC(=O)NCC2CCCO2)S(=O)(=O)c2ccc(SC)cc2)cc1 (stereo unspecified)
  -1	-23	-11	-14	1	-1	2	27	0	-10	1
CC1(CCC(=O)N2CCCC(N3CCN(c4ccc(F)cc4)CC3)C2)CC1 (stereo unspecified)
  17	6	-8	19	-10	6	6	7	-16	17	-22
CCC(=O)Nc1ccc(Cl)c(NC(=O)c2ccc([N+](=O)[O-])cc2)c1
  -1	1	-3	-1	10	-19	-4	11	6	18	-1
COCCNC(=O)c1cc(-c2ccc(OC)c(OC)c2)on1
  -7	-7	0	-4	-32	14	20	-19	2	-34	-8
O=C(NC1CC1)C1=C[C@H](C2CC2)C[C@H](OCCCCO)O1
  1	-4	8	-8	0	-7	-1	-10	-8	-17	5
O=C1c2ccccc2C(=O)N1C/C=C/c1ccccc1
  1	-10	-5	-4	3	3	1	8	3	-29	-3
Cc1cccc2c(N=Nc3ccccc3)c(O)[nH]c12
  -44	-108	20	29	-142	1	-64	-80	-122	-45	-19

# (continued)
# Values in the order: NR2F2 inh	SRC1 inh	C8 TRAIL sens	TWEAK-Fn14 inh	Shn3 3UTR inh	KKLEB cytotox	LMP1 NFkB inh	NR5A2 inv ag	SRC3 inh	TROY NFkB inh	CF NFkB block
Cc1ccc(-c2noc(CCC(=O)NC3CCCc4ccccc43)n2)cc1 (stereo unspecified)
  -6	0	12	6	-1	8	7	6	8	12	-8
Cc1ccc(-c2cc3nc(-c4ccccc4)cc(N4CCC5(CC4)OCCO5)n3n2)cc1
  18	-5	5	-4	4	1	-29	-18	-29	-57	-7
COc1ccc2oc(C(=O)OCC(=O)N3CCN(S(=O)(=O)c4ccccc4)CC3)c(C)c2c1
  -9	-20	22	-3	14	21	3	4	10	4	13
COc1cccc(OC)c1C(=O)Nc1cc2c(cc1N1CCOCC1)n(C)c(=O)n2C
  -15	-26	-11	-32	8	-10	1	6	3	-24	4
Cc1cc(/C=C2/SC(=S)N(c3ccc([N+](=O)[O-])cc3)C2=O)c(C)n1-c1cccnc1
  11	14	37	36	77	-4	-5	1	22	16	-22
O=C(NNC1CC(c2ccccc2)=NN1C(=O)c1ccccc1)c1ccccc1 (stereo unspecified)
  11	-11	1	-17	3	1	4	5	-6	-2	-2
COc1cccc(C2Nc3ccccc3NC3=C2C(=O)CC(C)(C)C3)c1OC (stereo unspecified)
  -3	2	0	-6	3	3	6	-4	-27	15	-7
O=C(O)CC1(CC(=O)N2CCOCC2)CCCC1
  -4	-15	-9	12	0	-4	4	13	6	-4	7
Cn1c(NC(=O)/C=C/c2c(F)cccc2Cl)cc(=O)n(C)c1=O
  24	-12	-1	-16	-14	10	-5	-9	3	-9	-6
O=C(NCC1(c2ccccc2)CCOCC1)c1cccs1
  -1	-1	10	-24	-1	13	3	1	18	-20	-11
Cc1noc(C)c1NC(=O)N(C)C[C@@H]1OCc2cnnn2CCCC(=O)N([C@H](C)CO)C[C@@H]1C
  6	-14	5	-6	14	-5	0	-2	7	-13	2
Cc1ccc(-n2c3c(c(=O)[nH]c2=O)C(C(F)(F)F)(C(F)(F)F)NC(=O)N3)cc1
  nt	3	-7	0	-8	-7	-7	5	5	-3	-4
CCc1ccccc1NC1Nc2cc(C)nn2S1 (stereo unspecified)
  1	-6	1	57*	15	19	-5	1	0	7	-31
CSC1=N/C(=C\c2ccccc2Cl)C(=O)N1N(C)C
  19	-32	-6	7	-90	-16	7	-5	-2	-7	0
COC(=O)c1nnn(-c2nonc2N)c1COc1ccc(C=O)cc1OC
  18	-3	-8	0	nt	-2	-8	3	-10	3	-13
CCOC(=O)C(C(=O)OCC)N(C#N)c1nc(OC)nc(N(C)C)n1
  -1	3	-2	-4	-14	6	0	-15	3	-8	-6
Cn1nc(C(=O)NC2CCCN(Cc3ccccc3F)C2)c2ccccc2c1=O (stereo unspecified)
  4	5	13	5	7	-6	9	-7	-3	12	15
S=C(Nc1ccc2cn[nH]c2c1)Nc1ccc(Cl)cc1Cl
  -5	-14	4	-4	-5	-7	-9	3	-16	20	16
CCOc1ccc(NC(=O)COC(=O)C2CC2C)cc1 (stereo unspecified)
  -26	-40	-24	-17	6	-5	6	9	-31	-36	9
COCCNC(=O)C1CC(c2ccc([N+](=O)[O-])cc2)=NO1 (stereo unspecified)
  -9	-6	-10	-7	-7	-3	-9	-14	7	10	11
O=S(=O)(NCC1CCCO1)c1ccc(S(=O)(=O)N(Cc2ccc(F)cc2)C2CCCCC2)cc1 (stereo unspecified)
  3	-9	-29	-1	-37	-6	3	-1	-7	0	6
O=C(NCc1ccc(OC(F)(F)F)cc1)C1CC2Cn3c(nc4ccccc43)C2N1Cc1ccccc1 (stereo unspecified)
  3	-6	0	10	2	9	-5	-1	6	-1	-29
Cc1ccc(SCc2nnc(N)s2)cc1
  2	-23	-8	-29	-4	-4	3	-17	-5	-14	-8
COc1ccc2[nH]c(=O)c(CN(CC3CCCO3)S(=O)(=O)c3ccccc3)cc2c1 (stereo unspecified)
  6	-5	0	2	6	-9	-7	-2	8	4	-16
COc1cc(-c2nc(CN3CCN(CC(C)C)C(=O)[C@@H]3C)c(C)o2)ccc1F
  11	-22	-2	-9	9	2	-11	-12	16	-7	-22
COc1ccc(OC)c(S(=O)(=O)N2CCC(c3nc4ccccc4[nH]3)CC2)c1
  1	-18	12	20	-15	-3	1	23	-2	-2	1
CC(=O)Nc1cccc(NC(=O)c2ccccc2Cl)c1
  -4	-14	1	-5	1	-11	nt	-2	-27	-12	9
O=C(CSc1ccccc1)NNC(=O)c1ccncc1
  0	2	-5	-9	-13	5	0	20	-8	6	-22
COc1ccc(CCC(C)Nc2ccc(F)c(F)c2)cc1 (stereo unspecified)
  8	-1	0	11	-4	-2	2	3	4	-10	2
CCOC(=O)N1CCN(C2OC(=O)c3ccccc32)CC1 (stereo unspecified)
  5	-3	7	-8	11	13	-7	1	12	-1	-3
COc1ccc(-c2[nH]ncc2/C=C(/C#N)C(=O)NC2CCCCC2)cc1
  0	-9	27	-21	12	-3	-1	14	6	-5	23
Cc1sc(NC(=O)CSc2nc(N)cc(N)n2)c(C#N)c1C
  14	-6	11	7	nt	8	-5	-3	7	14	-14

# Compound activity as filed in PubChem.
